MDM2 E3 inh – inhibitors of human Mdm2 E3 ubiquitin ligase. Q00987. AID 1230. signal enhancement, % at 5 µM. hit rate 0.11% among 210,000. cell-based MDM2 ubiquitination luciferase reporter, 2 h; 0 = plate control, 100 = twice control, blank-subtracted;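 active = signal enhancement of 30% or more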;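 note: luminescence tracks abundance of the self-degrading MDM2-luciferase fusion protein; higher signal means inhibition of MDM2 E3 ligase activity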
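Material: Stable MDM2–luciferase fusion reporter cells | Amount: 2000 cells seeded into each well | Dosing: One concentration, 5 µM, with 0.2% DMSO | Incubation: 4 h cell settling then 2 h compound exposure, 37 °C | Measured by: Luciferase luminescence | Read-out basis: % enhancement relative to plate controls after blank subtraction | Benchmarks: Control and blank well means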
p97 ATPase inh – human p97 ATPase inhibition; P55072; recombinant p97 ATPase, Kinase-Glo ATP luminescence, 3 h; inhibition, % at 8 µM; hit rate 0.42% among 220,000; AID 1481; in the data active = inhibition above about 15%;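 note: 0% = DMSO vehicle and 100% = wells lacking enzyme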
Wee1 stabilizer – blocks degradation of human Wee1 kinase | P30291 | HeLa Luc-Wee1K328M stability, luciferase luminescence; 100% = proteasome inhibitor MG132 effect | reporter increase, % at 5 µM | hit rate 1.2% among 220,000 | AID 1321;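 active = activation above the mean of all tested compounds plus 3 SD, set per screening run, cut at about 8.8% in these data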;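 note: cells exposed to compound for 20 h before luminescence read; 0% = DMSO alone and 100% = MG132 at 30 µM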
KLK5 inh – inhibitors of human kallikrein 5; hit rate 0.59% among 210,000; AID 873; Q9Y337; recombinant hK5, fluorogenic AMC substrate cleavage; inhibition, % at 5 µM;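 active = inhibition of 40% or more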;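 note: 0% = enzyme controls without compound and 100% = no-enzyme blanks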
FXIa inh 1536 – inhibitors of human coagulation factor XIa. inhibition, % at 5 µM. P03951. hit rate 0.14% among 220,000. purified FXIa, Boc-Glu-Ala-Arg-AMC fluorogenic substrate. AID 798;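 active = inhibition of at least 40%; inactive = inhibition below 40%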;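 note: fluorescence of freed AMC excited at 355 nm; 0% = enzyme without compound and 100% = no enzyme blank; many of its hits are not listed in these tables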
Target sequence (P03951 19-387 limits assumed): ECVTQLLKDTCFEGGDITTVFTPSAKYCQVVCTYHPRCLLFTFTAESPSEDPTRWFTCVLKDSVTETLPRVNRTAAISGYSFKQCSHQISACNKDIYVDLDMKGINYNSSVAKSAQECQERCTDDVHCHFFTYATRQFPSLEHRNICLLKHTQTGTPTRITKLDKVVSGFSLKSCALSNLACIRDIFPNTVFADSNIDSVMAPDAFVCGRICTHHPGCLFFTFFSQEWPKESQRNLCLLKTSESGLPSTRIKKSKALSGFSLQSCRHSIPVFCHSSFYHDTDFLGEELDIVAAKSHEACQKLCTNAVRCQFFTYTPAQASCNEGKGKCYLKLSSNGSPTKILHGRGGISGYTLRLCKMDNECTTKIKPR
Target sequence (P03951 388-625 limits assumed): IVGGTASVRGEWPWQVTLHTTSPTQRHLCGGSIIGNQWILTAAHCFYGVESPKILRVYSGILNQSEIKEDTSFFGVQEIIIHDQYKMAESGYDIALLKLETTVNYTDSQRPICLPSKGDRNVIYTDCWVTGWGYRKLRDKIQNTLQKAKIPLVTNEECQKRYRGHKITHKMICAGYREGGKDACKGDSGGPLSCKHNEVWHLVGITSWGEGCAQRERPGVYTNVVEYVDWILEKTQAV
Rad51 HR inh – Rad51 (human) homologous recombination inhibition | hRad51 DNA strand exchange, fluorescence dequenching | AID 1385 | inhibition, % at 10 µM | hit rate 0.085% among 200,000;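 active = inhibition above 40% at the single screening dose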;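 note: 0% = DMSO control wells and 100% = blanks with heterologous ssDNA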
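System: hRad51 filaments on single-stranded DNA; reagent: Fluorescein- and BHQ1-tagged 47-mer duplex; compound dosing: one concentration, 10 µM final; timing: filaments 15 min 37 °C, then compound 30 min; measured by: fluorescein emission 520 nm, excitation 485 nm; benchmarks: per-plate controls and blanks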
14-3-3 Bad PPI – disrupts binding of bovine 14-3-3 zeta to phospho-Bad peptide | P63103 | inhibition, % at 21.7 µM | TR-FRET 14-3-3zeta/Dy647-pBad peptide displacement, 1 h | AID 781 | hit rate 0.71% among 220,000;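 active = inhibition above about 70%, limit read from the data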;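 note: 0% = full 14-3-3 plus peptide FRET controls and 100% = background without 14-3-3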
Target sequence (P63103 whole entry, looked up): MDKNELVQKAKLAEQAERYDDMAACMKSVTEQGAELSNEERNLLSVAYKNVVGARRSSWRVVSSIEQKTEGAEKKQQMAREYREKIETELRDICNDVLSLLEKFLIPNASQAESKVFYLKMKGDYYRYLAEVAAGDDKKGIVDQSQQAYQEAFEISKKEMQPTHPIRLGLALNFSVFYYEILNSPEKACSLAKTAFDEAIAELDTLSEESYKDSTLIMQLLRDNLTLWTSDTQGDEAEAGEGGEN
FXIIa inh – factor XIIa (human) inhibition; AID 800; inhibition, % at 5 µM; P00748; purified FXIIa, Boc-QGR-AMC fluorogenic substrate, 2 h; hit rate 0.3% among 220,000; in the data active = inhibition above about 40%;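 note: 0% = enzyme with no compound and 100% = blank without enzyme; many of its hits are not listed in these tables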
eIF4E 4G PPI – blocks eIF4E binding to eIF4G | P63073+Q04637 | TR-FRET eIF4E-eIF4GI(517-606) binding, 2 h | inhibition, % at 21.7 µM | hit rate 0.37% among 220,000;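 active = inhibition above about 30%, limit read from the data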;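 note: 0% = full FRET control wells and 100% = background wells lacking eIF4GI fragment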
Active calls of the source: *; . = not tested or not shown; [ ] = dose if it differs, or a comment.

SMILES	MDM2 E3 inh	p97 ATPase inh	Wee1 stabilizer	KLK5 inh	FXIa inh 1536	Rad51 HR inh	14-3-3 Bad PPI	FXIIa inh	eIF4E 4G PPI
CCOC(=O)C(NC(C)=O)(N1CCc2ccccc2C1)C(F)(F)F (stereo not drawn)	-4	-5	0	1	-2	3	3	8	-6
COC(=O)C1=C(C)NC(C)=C(C(=O)OC)C1c1ccccc1OCc1c(C)no[n+]1[O-]	-10	-5	-3	2	8	7	7	22	2
Cc1ccnc2nc(C(=O)Nc3nccs3)nn12	5	3	1	-20	-6	.	0	14	0
CC1CCCCC12NC(=O)N(CC(=O)Nc1ccccc1-c1ccccc1)C2=O (stereo not drawn)	5	2	3	0	0	9	4	6	1
Cc1ccc(S(=O)(=O)n2nc(C)cc2C)cc1	-9	0	-1	43*	1	-4	-7	1	-1
CCN1CCN(CCNC(=O)C2CCCN(Cc3nc(-c4cccc(Cl)c4)oc3C)C2)CC1 (stereo not drawn)	-16	-8	-1	-3	-3	-7	6	4	-2[fluorescence artefact?]
O=C(C1CCC1)N1CCc2cc(S(=O)(=O)NCc3ccccn3)ccc21	-10	0	3	0	8	-1	10	17	7[fluorescence artefact?]
O=C(Cc1cccc2ccccc12)N/N=C/c1ccc(OC(=O)/C=C/c2ccco2)cc1	2	0	-2	-14	5	7	-9	11	5
COC(=O)[C@@H](Cc1c[nH]c2ccccc12)NC(=O)c1cc(=O)[nH]c2ccccc12	-14	6	4	-1	-1	-11	-1	1	-2
Cc1ccc(Oc2ccccc2/C=N/O)cc1	-10	3	1	5	3	4	4	18	-1
O=C(NC1CCCC1)C(c1cccnc1)N(C(=O)c1csnn1)C1CCCC1 (stereo not drawn)	17	-3	2	6	-4	7	3	4	-4[fluorescence artefact?]
CC(C)(C)C(=O)N1CCC[C@@]1(CO)C(=O)O	-1	0	2	-4	0	4	-6	2	2[fluorescence artefact?]
COc1ccc(C(=O)NNC2=C(C(=O)C(F)(F)F)CCC2)cc1	-18	-2	-2	-6	5	12	-20	11	1
CCOC(=O)C(=O)c1c(-c2ccc(C)cc2)nc2ccccn12	6	2	-3	-4	-4	-3	-12	3	-1
CC(C)(C)NC(=O)Nc1ccc(Br)cc1	-47	-1	6	18	0	.	0	5	-1
CCSc1ccc2cc(OC)ccc2[n+]1CC	-7	11	-3	2	-1	-36	30	4	9
CCOC(=O)c1c(NC(=O)COC(=O)c2ccncc2)sc(C)c1C	-2	-1	0	-3	1	-69	-6	10	-1
Cc1ccc(CC(=O)NCc2ccc(Cl)cc2)cc1	-1	2	4	-2	9	4	-16	5	2
O=C(Nc1ccc2c(c1)OCO2)c1cccc(F)c1	-22	0	4	-14	-2	-4	-2[fluorescence artefact?]	3	3[fluorescence artefact?]
O=C1NC(=Nc2ccc(O)cc2)S/C1=C/c1ccco1	15	14	8	2	0	-3	-11	9	1
OCCC1CN(CC(c2ccccc2)c2ccccc2)CCN1C1CCCC1 (stereo not drawn)	5	1	-3	0	-2	4	-3	8	1
Cc1cccc(N2CCN(Cc3ccoc3)CC2)c1C	-14	0	3	-18	4	-3	74*	16	5
C[C@H](NC(=O)c1ccco1)C(=O)Nc1cccc([N+](=O)[O-])c1	-9	2	0	-2	-6	21	-11	16	-3
Cc1cc(C)nc(NNC2=CC(=[N+]3CCCC3)CCC2)n1	-13	4	2	1	-1	11	-4	7	-1
COc1cc(OC)cc(C(=O)Nc2nnc(Cc3ccc(OC)c(OC)c3)s2)c1	-19	2	3	-20	-1	4	9	16	0

Next entries follow:
SMILES	MDM2 E3 inh	p97 ATPase inh	Wee1 stabilizer	KLK5 inh	FXIa inh 1536	Rad51 HR inh	14-3-3 Bad PPI	FXIIa inh	eIF4E 4G PPI
N#Cc1c(SCC(N)=O)nc(-c2ccccc2)c2c1CCCC2	-8	4	-2	-21	-10	-5	-2	-8	3
CCOc1cc(N2CCOCC2)c(OCC)cc1NC(=O)CSc1n[nH]c(N)n1	-23	2	-1	0	0	6	1	5	3
CCOc1ccc(N(CC(=O)OC)S(=O)(=O)c2ccc(OC)c(OC)c2)cc1	-13	-5	-2	-3	-2	-1	-9	10	-3
O=C(NCCn1ccc2ccccc21)c1ccc(S(=O)(=O)N2CCOCC2)cc1	-11	.	.	1	5	4	6	12	2
O=C(c1cc(-c2ccccc2)nc2ccccc12)N1CCN(c2ccccn2)CC1	-16	-7	4	-20	17	-4	17	15	1
O=C(CNC(=O)c1cccc(Br)c1)N/N=C/c1ccc[nH]1	-6	3	-3	-4	-2	23	-7	5	-4
COC(=O)[C@@]1(Cc2ccc(F)cc2)[C@H]2c3cc(C(=O)N4CCCC4)n(Cc4ccc(C(F)(F)F)nc4)c3C[C@H]2CN1C(=O)c1ccccc1	.	11	-2	3	11	7	-21[fluorescence artefact?]	19	-6
COc1cc2c(C)nc3onc(-c4ccccc4)c3c2cc1OC	10	3	1	5	1	3	3[fluorescence artefact?]	1	-3[fluorescence artefact?]
CC1CCc2nn(CC(=O)NCc3ccc4c(c3)OCO4)cc2C1 (stereo not drawn)	-15	-3	-1	-6	-5	0	5	6	3
O=C(/C=C/c1ccco1)NCc1ccc2c(c1)OCO2	-10	5	1	-4	-4	17	5	3	1
COc1ccc(-c2nc(SC(CC(=O)NCc3ccccc3)c3ccc(OC)c(OC)c3)n[nH]2)cc1 (stereo not drawn)	-14	0	-3	-10	-2	7	-11	2	-3
O=C(O)Cc1c[nH]c2cccc(O)c12	-11	17*	3	0	5	-7	64	13	19
COc1ccc(-n2c(C)cc(C(=O)CSc3nnc(-c4ccoc4C)n3C)c2C)cc1	-15	-5	-2	3	10	-7	7	18	3
CC1CCc2cc(F)ccc2N1C(=O)CSc1nnc2c3ccccc3n(C)c2n1 (stereo not drawn)	-18	4	-1	4	-5	-13	8[fluorescence artefact?]	8	-6[fluorescence artefact?]
Cc1cc2c(=O)n(Cc3ccco3)c(SCC(=O)c3ccc(Cl)s3)nc2s1	2	-3	-1	-1	9	-6	-2	6	2
COc1cc(Br)cc2cc(C(=O)N3CCN(C(=O)c4ccco4)CC3)c(=O)oc12	-44	-3	-3	-4	4	-1	8[fluorescence artefact?]	19	10[fluorescence artefact?]
Cc1cc(C)c(C#N)c(Nc2ccc3c(c2)OCCO3)n1	-21	-7	-1	-7	-3	6	-5[fluorescence artefact?]	8	5
COc1ccc(CCNC(=O)Cn2cc(C(F)(F)F)cc(Cl)c2=O)cc1	3	7	-3	6	0	.	2[fluorescence artefact?]	8	0
CCCn1c(C)cc(C(=O)COC(=O)c2cc(S(=O)(=O)NCC(C)C)c(Cl)cc2Cl)c1C	-9	-5	2	-1	2	17	3	13	-1
CC(=O)N1CCN(c2ccc(S(C)(=O)=O)cc2[N+](=O)[O-])CC1	-9	-2	-1	-8	-5	-1	-7	5	-2
CC(=O)N1N=C(c2ccco2)CC1c1ccc(C)cc1 (stereo not drawn)	-16	-2	2	-10	-3	3	-3	7	2[fluorescence artefact?]
COc1ccc(-n2c(SCc3ccc([N+](=O)[O-])cc3)nnc2-c2ccc(C)cc2)cc1	-11	-6	-1	15	-3	-8	92*[fluorescence artefact?]	2	1[fluorescence artefact?]
Fc1ccccc1COc1ccc(/C=N/NC(=S)NCc2ccccc2)cc1	-6	2	-1	-2	7	8	-7	14	1
O=C(C1CC1)N1CCc2cc(Br)cc(S(=O)(=O)N3CCCCCC3)c21	-1	1	-1	1	4	-3	1	19	5
COc1ccc(-n2c(Cn3c(=O)sc4ccccc43)nnc2SCC(=O)N2CCCC2)cc1	-15	2	-1	-4	0	0	4	9	1

Results in FXIa inh 1536, p97 ATPase inh and FXIIa inh (2 entries from above):
| SMILES | FXIa inh 1536 | p97 ATPase inh | FXIIa inh |
| --- | --- | --- | --- |
| COc1ccc(-c2nc(SC(CC(=O)NCc3ccccc3)c3ccc(OC)c(OC)c3)n[nH]2)cc1 (stereo not drawn) | -2 | 0 | 2 |
| O=C(O)Cc1c[nH]c2cccc(O)c12 | 5 | 17* | 13 |

Next part.
SMILES	MDM2 E3 inh	p97 ATPase inh	Wee1 stabilizer	KLK5 inh	FXIa inh 1536	Rad51 HR inh	14-3-3 Bad PPI	FXIIa inh	eIF4E 4G PPI
COc1ccccc1C(=O)NNC(=O)c1nn(Cc2ccccc2)c(=O)c2ccccc12	-9	5	-1	4	0	16	-15	3	-5
O=C1CNC(=S)N1c1nc(-c2ccccc2)cs1	-11	2	1	-3	5	-2	-8	13	-2
CS(=O)(=O)N(CC(=O)Nc1ccc(C(N)=O)cc1)C1CCCCC1	-8	3	4	-8	1	2	7	13	7
O=C(COC(=O)CCSc1ccc(Cl)cc1)NCc1ccc(Cl)cc1	-10	-12	0	-1	-13	-4	14	1	-3
CCCCN1CC(O)=C(c2nc(-c3ccc(Cl)cc3)cs2)C1=N	-19	5	0	1	2	-3	45	12	-48
O=C(O)C1CC1C(=O)Nc1cc(F)ccc1F (stereo not drawn)	-16	1	4	.	-7	.	-1	8	1
Cc1ccc(N2C(=O)CS(=O)C(c3ccccc3)C2=O)cc1C (stereo not drawn)	-4	4	1	-8	-4	-19	-6	0	-3

Filtered by structure, those above with a Cl atom.
SMILES	MDM2 E3 inh	p97 ATPase inh	Wee1 stabilizer	KLK5 inh	FXIa inh 1536	Rad51 HR inh	14-3-3 Bad PPI	FXIIa inh	eIF4E 4G PPI
CCN1CCN(CCNC(=O)C2CCCN(Cc3nc(-c4cccc(Cl)c4)oc3C)C2)CC1 (stereo not drawn)	-16	-8	-1	-3	-3	-7	6	4	-2[fluorescence artefact?]
Cc1ccc(CC(=O)NCc2ccc(Cl)cc2)cc1	-1	2	4	-2	9	4	-16	5	2
Cc1cc2c(=O)n(Cc3ccco3)c(SCC(=O)c3ccc(Cl)s3)nc2s1	2	-3	-1	-1	9	-6	-2	6	2
COc1ccc(CCNC(=O)Cn2cc(C(F)(F)F)cc(Cl)c2=O)cc1	3	7	-3	6	0	.	2[fluorescence artefact?]	8	0
CCCn1c(C)cc(C(=O)COC(=O)c2cc(S(=O)(=O)NCC(C)C)c(Cl)cc2Cl)c1C	-9	-5	2	-1	2	17	3	13	-1
O=C(COC(=O)CCSc1ccc(Cl)cc1)NCc1ccc(Cl)cc1	-10	-12	0	-1	-13	-4	14	1	-3
CCCCN1CC(O)=C(c2nc(-c3ccc(Cl)cc3)cs2)C1=N	-19	5	0	1	2	-3	45	12	-48
